A3G deaminase – APOBEC3G DNA deaminase inhibitors, primary screen, biochemical, fluorescence, single-stranded DNA substrate, uHTS | DNA dC->dU-editing enzyme APOBEC-3G (Homo sapiens), Q9HC16 | recombinant A3G, ssDNA deamination FAM/TAMRA fluorescence | inhibition, % at 20 µM | hit rate 0.28% among 330,000 | AID 493012, 2011;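 active = inhibition of at least 40% at 20 µM, with no more than 30% in the related APOBEC3A deaminase screen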;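 note: plate controls were DMSO wells with A3G for no effect and wells lacking A3G enzyme for full effect; some compounds called inactive have numbers as strong as hits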
Target sequence (Q9HC16 whole entry, looked up): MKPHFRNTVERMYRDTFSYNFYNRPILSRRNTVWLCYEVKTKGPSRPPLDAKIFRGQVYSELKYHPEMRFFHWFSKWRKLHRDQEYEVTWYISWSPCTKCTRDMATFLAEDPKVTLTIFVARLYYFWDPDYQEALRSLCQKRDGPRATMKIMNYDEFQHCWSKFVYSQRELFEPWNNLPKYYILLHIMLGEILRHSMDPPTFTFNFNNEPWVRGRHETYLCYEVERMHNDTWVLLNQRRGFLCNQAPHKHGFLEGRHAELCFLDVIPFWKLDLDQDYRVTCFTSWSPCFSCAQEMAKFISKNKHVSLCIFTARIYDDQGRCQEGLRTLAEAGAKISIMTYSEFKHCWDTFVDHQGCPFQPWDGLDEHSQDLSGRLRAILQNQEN
A3A deaminase – APOBEC3A ssDNA deaminase inhibitors, primary screen, selectivity assay for APOBEC3G inhibitor project, biochemical, FAM/TAMRA oligo cleavage fluorescence; DNA dC->dU-editing enzyme APOBEC-3A (Homo sapiens), P31941; recombinant A3A, FAM/TAMRA ssDNA deamination fluorescence; inhibition, % at 20 µM; hit rate 0.41% among 330,000;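 active = at least 40% inhibition at 20 µM here, with at most 30% in a related deaminase screen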;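 note: plate controls were A3A with DMSO for no effect and wells lacking A3A enzyme for full effect; some results filed as inactive read as strong as hits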
hIAP block – human IAP inhibitors, primary screen, biochemical, luminescence, uHTS | purified IAP, CDP-Star luminescence, 30 min | inhibition, % at 10 µM | hit rate 0.12% among 330,000 | AID 2544, 2010;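 active = inhibition reaching a set limit with compound at 10 µM in the primary screen, cut at about 35% in these data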;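 note: plate controls were DMSO wells with enzyme for no effect and no-enzyme buffer wells for full effect; values of inactives mirror those of a sister screen read the other way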
Target sequence (P09923 whole entry, looked up): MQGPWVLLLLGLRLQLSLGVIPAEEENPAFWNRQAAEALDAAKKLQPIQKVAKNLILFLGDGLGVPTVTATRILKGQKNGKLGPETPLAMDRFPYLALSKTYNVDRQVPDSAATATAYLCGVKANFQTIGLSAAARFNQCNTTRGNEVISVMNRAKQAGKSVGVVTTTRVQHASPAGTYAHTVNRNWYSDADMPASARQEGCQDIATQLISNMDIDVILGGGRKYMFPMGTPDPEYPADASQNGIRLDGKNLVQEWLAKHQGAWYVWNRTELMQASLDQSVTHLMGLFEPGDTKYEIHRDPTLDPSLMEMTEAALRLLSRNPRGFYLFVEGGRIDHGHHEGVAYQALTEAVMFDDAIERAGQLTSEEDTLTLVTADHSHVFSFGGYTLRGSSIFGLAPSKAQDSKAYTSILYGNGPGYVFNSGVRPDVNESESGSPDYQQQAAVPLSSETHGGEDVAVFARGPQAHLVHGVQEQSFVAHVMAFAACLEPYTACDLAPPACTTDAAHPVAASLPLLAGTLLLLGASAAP
mIAP act – activators of mouse IAP, primary screen, biochemical, luminescence, uHTS. muIAP, CDP-Star luminescence, 30 min; stronger effect = higher value; 1 = vehicle-only enzyme signal, 0 = enzyme-free wells. activation factor at 10 µM. hit rate 0.24% among 330,000;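 active = activation factor of at least 2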; note: the source names both 10 and 20 µM as test concentration; values of inactives mirror those of a sister screen read the other way
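System: mouse IAP enzyme. Reagent: CDP-Star chemiluminescent phosphatase substrate. Benchmarks: DMSO wells, no-enzyme wells. Times: 30 min enzyme-substrate-compound incubation at room temperature. Detection: luminescence from enzymatic CDP-Star hydrolysis. Doses: test compounds delivered from DMSO solution.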
ATG4B inh – ATG4B protease inhibitors, primary screen, biochemical, fluorescence, uHTS; Cysteine protease ATG4B (Homo sapiens), Q9Y4P1; ATG4B cleavage of LC3-PLA2, NBD-HPC fluorescence, 1 h; inhibition, % at 8.33 µM; hit rate 0.51% among 340,000; AID 504462, 2011; in the data active = inhibition above about 40%
MPTP inh – mitochondrial permeability transition pore inhibitors, primary screen, biochemical, isolated mouse mitochondria, absorbance; hit rate 1.4% among 360,000; AID 602449, 2012; Ca2+ swelling absorbance, 30 min; inhibition, % at 10 µM;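 active = inhibition of 50% or more, scaled per plate between neutral and stimulator controls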;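 note: 0% = DMSO wells given calcium and 100% = 1 mM EGTA wells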
mIAP block – inhibitors of mouse IAP, primary screen, biochemical, luminescence, uHTS; intestinal alkaline phosphatase [Mus musculus]; inhibition, % at 10 µM; hit rate 0.2% among 330,000; purified mouse IAP, CDP-Star luminescence, 30 min;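 active = inhibition of at least 40% at 10 µM in the primary screen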;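 note: plate controls were DMSO with enzyme for no effect and no enzyme wells for full effect; values of inactives mirror those of a sister screen read the other way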
hIAP act – human IAP activators, primary screen, biochemical, luminescence, uHTS | purified human IAP, CDP-Star luminescence, 30 min; stronger effect = higher value; 1 = vehicle-only enzyme, 0 = enzyme-free background | activation factor at 10 µM | hit rate 0.16% among 330,000 | AID 2524, 2010;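 active = activation factor of the enzyme at least 2-fold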; note: the source names both 10 and 20 µM as test concentration; values of inactives mirror those of a sister screen read the other way
beta cell repl – inducers of MIN6 beta-cell proliferation, primary screen, ATP luminescence, uHTS; MIN6 cells proliferation, ATPlite luminescence, 48 h; cells starved in 0.2% serum; 100% = growth in 10% serum; proliferation, % at 10 µM; hit rate 0.29% among 330,000; AID 2380, 2010;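 active = compounds whose signal lies at least 3.5 SD above the mean of all wells on their plate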;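 note: 0% = DMSO-treated cells in low-serum medium and 100% = 10% serum control; some compounds called inactive have numbers as strong as hits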
* marks the source's active call; other numbers are inactive results; x = no result given; & = joins results of further samples.

SMILES	A3G deaminase	A3A deaminase	hIAP block	mIAP act	ATG4B inh	MPTP inh	mIAP block	hIAP act	beta cell repl
Cc1ccc(S(=O)(=O)N2CN(CC3CCCO3)c3nc4ccccc4nc32)c(C)c1 (centres undefined)	-3	-3	-7	1	-6	1.0	0	1.1	10
C=CCC1c2cccc(C(=O)O)c2C(=O)N1c1cccc(C)c1 (centres undefined)	12	-3	-4	1	-3	0.4	-5	1	1
COc1ccccc1NC(=O)CN(Cc1ccco1)C(=O)c1cccs1	0	0	2	1.1	-13	0.6	-6	0.97	0
CCN(C(=O)COc1cccc2cccnc12)C1CCS(=O)(=O)C1 (centres undefined)	-9	3	-20	1.1	-5	-1.4	-6	1.2	-1
CCC/C(=N/NC(=O)c1ccccc1Cl)c1ccccc1	-14	-6	0	1.1	-3	0.1	-15	1	0
CCCCNC(=O)CCc1nc2cccnc2n1Cc1ccccc1	-8	-3	9	0.91	0	-2.1	9	0.91	-2
Cc1nc(N(CCO)C2CCCCC2)c2nnn(Cc3ccccc3)c2n1	-1	-4	-19	0.95	-8	1.2	4	1.2	-4
CCOc1ccccc1NC(=O)CN(c1ccc(C)cc1)S(=O)(=O)c1c(C)n[nH]c1C	-2	2	-15	1.1	-16	0.8	-12	1.1	-4
CCOC(=O)C1(C)Oc2ccccc2C(c2ccc(OC)cc2)=C1C(=O)OC (centres undefined)	-5	2	x	1.1	x	-0.2	-6	x	x
Cc1cc(Nc2ccc3c(c2)OCCO3)n2nc(C)nc2n1	-4	1	-34	1.1	-1	0.8	-12	1.3	-2
O=C(Nc1ccccc1N1CCOCC1)C1CCN(S(=O)(=O)c2ccc(F)cc2)CC1	-8	-4	-3	1	4	-0.7	-4	1	-1
CC(C)c1ccc(-c2cc(C(=O)NN3CCN(C)CC3)c3ccccc3n2)cc1	-8	-4	-1	0.92	6	-0.1	8	1	-2

Reprinted from the part before: 2 compounds, followed by the next part.
SMILES	A3G deaminase	A3A deaminase	hIAP block	mIAP act	ATG4B inh	MPTP inh	mIAP block	hIAP act	beta cell repl
O=C(Nc1ccccc1N1CCOCC1)C1CCN(S(=O)(=O)c2ccc(F)cc2)CC1	-8	-4	-3	1	4	-0.7	-4	1	-1
CC(C)c1ccc(-c2cc(C(=O)NN3CCN(C)CC3)c3ccccc3n2)cc1	-8	-4	-1	0.92	6	-0.1	8	1	-2
CCOC(=O)C1CCN(CCC(=O)Nc2ccc(C)c(C)c2)CC1	-1	-1	-8	1	-8	-0.6	-2	1.1	-1
Cc1nc(C(F)(F)F)ccc1C(=O)Nc1ccccc1N1CCOCC1	-8	-3	15	0.98	-3	-0.8	2	0.85	2
CN(C(=O)c1cccc(NC(=O)C2CCCN(C(=O)OC(C)(C)C)C2)c1)C1CCC1 (centres undefined)	-4	-1	-4	1.1	-11	0.8	-8	1	-1
COCCn1c(=O)c2c(nc3n2CCCN3CCc2ccc(OC)c(OC)c2)n(C)c1=O	-3	0	4	1	-5	-0.7	-2	0.96	-1
CC(=O)c1sc(-c2ccc(Cl)cc2)cc1N	-9	-3	19	0.91	-3	6.1	9	0.81	-1
CCc1nnc(NC(=O)CSc2nnc(-c3c[nH]c4ccccc34)n2CCOC)s1	-5	-3	3	0.96	8	-3.1	4	0.97	-1
CC(C)(CO)NCC#Cc1ccccc1	-9	-5	-12	1.1	-4	-1.3	-8	1.1	0
O=C(CCCN1C(=O)/C(=C/c2ccco2)SC1=S)Nc1ccccc1C(=O)O	90	99	7	0.31	22	-1.8	69*	0.93	-1
Cc1ccc(C(=O)NC(C)c2nc3ccccc3n2CC(=O)Nc2c(C)cc(C)cc2C)cc1 (centres undefined)	-4	1	-303	2.7*	x	x	-168	4*	-2
CC(C(=O)OCC(=O)c1ccccc1)N1C(=O)C2C3CCC(C3)C2C1=O (centres undefined)	-8	-3	-20	1.1	0	0.5	-10	1.2	0
Cc1ccc2nc(NCC(N)=O)nc(-c3ccccc3)c2c1	1	1	-28	1.2	12	x	-16	1.3	3
CCOc1cc(CNc2ccc(N3CCOCC3)cc2)cc(Br)c1OCC	-8	-1	22	0.9	-6	17	10	0.78	0

Looked up above.
`C=CCC1c2cccc(C(=O)O)c2C(=O)N1c1cccc(C)c1` (centres undefined) in A3G deaminase has 12
`CN(C(=O)c1cccc(NC(=O)C2CCCN(C(=O)OC(C)(C)C)C2)c1)C1CCC1` (centres undefined) in MPTP inh has 0.8
`CC(C)c1ccc(-c2cc(C(=O)NN3CCN(C)CC3)c3ccccc3n2)cc1` in hIAP block has -1

The list continues:
SMILES	A3G deaminase	A3A deaminase	hIAP block	mIAP act	ATG4B inh	MPTP inh	mIAP block	hIAP act	beta cell repl
CC(C)(C)c1ccc(-c2n[nH]c(=S)n2CCCN2CCOCC2)cc1	18	-5	-8	0.97	-6	-3.3	2	1.1	-1
COc1ccc2c(CC(=O)Nc3ccc(OC)c(NS(=O)(=O)c4ccc(F)cc4)c3)coc2c1	-3	-4	-1	1.1	1	-0.4	-9	1	-3
O=C(CCc1ccccc1)NNC(=O)c1ccc(Cl)cc1	0	-2	-3	1	-2	3.1	-3	1	-2
Cc1ccc(S(=O)(=O)Nc2cc(=O)[nH]c(SCC(=O)Nc3cccc(C(F)(F)F)c3)n2)cc1	-13	-4	4	1	-5	5.6	-1	0.96	-5
NC(=O)c1ccc(Cn2c(C(=O)c3cc(Cl)c(N)c(Cl)c3)c3ccccc3[n+]2[O-])cc1	-9	-1	8	0.89	-4	-0.1	11	0.92	-6
CC(C)c1ccc(C2NC(=O)c3ccccc3O2)cc1 (centres undefined)	-6	-1	-1	1	41*	-0.3	-1	1	-3
Cc1cnc(NC(=O)NCC2CCCC(CNC(=O)Nc3ncc(C)s3)C2)s1 (centres undefined)	-10	1	2	1	-5	0.6	-4	0.98	-3
CCOC(=O)C1CCN(C(=O)CCc2nc3ccccc3[nH]2)CC1	5	5	14	1.1	0	-0.9	-5	0.86	0
CCCc1nc2c(sc3nc4c(cc32)COC(C)(C)C4)c(=O)n1Cc1ccco1	-6	3	12	0.92	-19	1.9	8	0.88	-3
Cc1cc(C(=O)N2CCCC(Nc3ccc(F)cc3)C2)n(C)n1 (centres undefined)	-6	-8	-2	1	5	0.8	-1	1	-4
CCC1CSC(Nc2ccc(C(=O)/C=C/c3ccc(Oc4ccccc4)cc3)cc2)=N1 (centres undefined)	-4	-3	10	0.94	8	4.0	6	0.9	-5
COc1cc(NC(=S)NC(=O)CCc2ccccc2)cc(OC)c1	-3	0	10	1	-3	0.1	-2	0.91	-6
CN1C(=O)Cc2cc(S(=O)(=O)N3CCOCC3)ccc21	-13	-3	-9	1.1	8	-1.1	-5	1.1	-1
O=c1nc(-c2ccccc2)n(-c2ccccc2)c2ncccc12	-3	4	8	1	-3	0.6	-5	0.92	0
CCCCN(CC)CCNC(=O)c1cc2c(-c3ccccc3F)nn(C)c2s1	-6	0	-14	1.1	-4	7.9	-11	1.1	-5
O=S(=O)(c1ccccc1)N1CCC(O)(CSc2ccc(F)cc2)CC1	0	2	-1	1	-11	5.1	-3	1	-2
CN1CCN(C(=O)c2ccc(CNS(=O)(=O)c3cccc(Cl)c3)cc2)CC1	-9	-2	-11	1	-2	2.6	0	1.1	-3
COc1ccc2c(C=Nc3c(C)n(C)n(-c4ccccc4)c3=O)c(O)n(Cc3ccco3)c(=O)c2c1	-1	-6	-9	0.94	-16&-9	-1.5&-1.9	6	1.1	-5
CC1CCN(CCC(=O)Nc2ccccc2)CC1	-17	-7	-2	1.1	0	2.8	-7	1	-3
CC(=O)c1ccc(OCc2cc(C(=O)N3CCC(c4ccncc4)CC3)no2)cc1	-4	-1	0	0.94	21	96*	6	1	-8
O=C1NC(=O)/C(=C\c2ccsc2)N1	-7	-4	-14	1	5	-0.8	-1	1.1	1
C[C@H](CO)N1C[C@H](C)[C@@H](CN(C)C(=O)NC2CCCCC2)Oc2c(NS(=O)(=O)c3cccs3)cccc2C1=O	7	2	7	1	3	-0.9	-2	0.93	0
Cc1ccc(C)c(N2CCN(S(=O)(=O)c3ccc(-c4ccc(=O)[nH]n4)o3)CC2)c1	-11	-5	13	0.97	3	-1.5	3	0.87	4
Cc1ccc(S(=O)(=O)N(Cc2cccnc2)Cc2cc3ccccc3[nH]c2=O)cc1	-3	-1	-8	0.96	1	0.9	4	1.1	2

Compound profiles (already shown). Order of values: A3G deaminase | A3A deaminase | hIAP block | mIAP act | ATG4B inh | MPTP inh | mIAP block | hIAP act | beta cell repl
`CC1CCN(CCC(=O)Nc2ccccc2)CC1` is entered as -17 | -7 | -2 | 1.1 | 0 | 2.8 | -7 | 1 | -3
`COc1ccc2c(C=Nc3c(C)n(C)n(-c4ccccc4)c3=O)c(O)n(Cc3ccco3)c(=O)c2c1` is entered as -1 | -6 | -9 | 0.94 | -16&-9 | -1.5&-1.9 | 6 | 1.1 | -5
`Cc1ccc(S(=O)(=O)N(Cc2cccnc2)Cc2cc3ccccc3[nH]c2=O)cc1` is entered as -3 | -1 | -8 | 0.96 | 1 | 0.9 | 4 | 1.1 | 2
`Cc1ccc(C)c(N2CCN(S(=O)(=O)c3ccc(-c4ccc(=O)[nH]n4)o3)CC2)c1` is entered as -11 | -5 | 13 | 0.97 | 3 | -1.5 | 3 | 0.87 | 4

mIAP block, entries above that show a hit.
canonical_smiles	A3G deaminase	A3A deaminase	hIAP block	mIAP act	ATG4B inh	MPTP inh	mIAP block	hIAP act
O=C(CCCN1C(=O)/C(=C/c2ccco2)SC1=S)Nc1ccccc1C(=O)O	90	99	7	0.31	22	-1.8	69*	0.93

Carrying on.
SMILES	A3G deaminase	A3A deaminase	hIAP block	mIAP act	ATG4B inh	MPTP inh	mIAP block	hIAP act	beta cell repl
Cc1ccc(N(CC(O)CN2C(=O)NC(C)(C)C2=O)S(=O)(=O)c2ccc([N+](=O)[O-])cc2)cc1 (centres undefined)	0	-3	39*	0.92	2	-0.2	8	0.61	-2
O=C(/C=C/c1ccc([N+](=O)[O-])cc1)Nc1cccnc1	-2	-3	4	0.94	-6	2.4	6	0.96	-4
O=C(CNC(=O)c1ccc(OC(F)F)cc1)NCC1CCCO1 (centres undefined)	-6	-2	8	0.96	1	0.4	4	0.92	0
CC(C)CC(=O)NC(=S)Nc1cc(C(=O)O)ccc1Cl	-4	3	3	1	0	-1.1	0	0.97	1
CCc1nnc(NC(=O)Cn2ccc(C(F)(F)F)n2)s1	0	1	15	1	-8	0.4	0	0.85	-3
CC(=O)N1CCc2cc(Br)cc(S(=O)(=O)NCc3ccccn3)c21	-3	-1	-4	0.98	-9	0.3	2	1	-1
CC(=O)N1N=C(c2ccccc2)CC1c1ccc(F)cc1 (centres undefined)	-7	-4	-6	0.98	1	0.3	2	1.1	1
NS(=O)(=O)c1ccc(NC(=O)/C=C/c2ccco2)cc1	0	14	1	0.72	2	-2.5	28	0.99	1
